WRN inhibitor = qHTS for Inhibitors of WRN Helicase; Bifunctional 3'-5' exonuclease/ATP-dependent helicase WRN (Homo sapiens), Q14191; WRN helicase unwinding, fluorescent forked duplex, kinetic; Potency, µM (doses to about 114 µM), for the others: at the highest dose activity change, negative = inhibition, most hits filed as inhibitors; 360,000 compounds, 0.46% hits; AID 651768, 2012; note: potency is the fitted concentration of half-maximal effect; % is set by controls: 0 for no effect and ±100 for the full control effect; nearly all actives have a fitted effect of over 55% in size
Target sequence (Q14191 whole entry, looked up): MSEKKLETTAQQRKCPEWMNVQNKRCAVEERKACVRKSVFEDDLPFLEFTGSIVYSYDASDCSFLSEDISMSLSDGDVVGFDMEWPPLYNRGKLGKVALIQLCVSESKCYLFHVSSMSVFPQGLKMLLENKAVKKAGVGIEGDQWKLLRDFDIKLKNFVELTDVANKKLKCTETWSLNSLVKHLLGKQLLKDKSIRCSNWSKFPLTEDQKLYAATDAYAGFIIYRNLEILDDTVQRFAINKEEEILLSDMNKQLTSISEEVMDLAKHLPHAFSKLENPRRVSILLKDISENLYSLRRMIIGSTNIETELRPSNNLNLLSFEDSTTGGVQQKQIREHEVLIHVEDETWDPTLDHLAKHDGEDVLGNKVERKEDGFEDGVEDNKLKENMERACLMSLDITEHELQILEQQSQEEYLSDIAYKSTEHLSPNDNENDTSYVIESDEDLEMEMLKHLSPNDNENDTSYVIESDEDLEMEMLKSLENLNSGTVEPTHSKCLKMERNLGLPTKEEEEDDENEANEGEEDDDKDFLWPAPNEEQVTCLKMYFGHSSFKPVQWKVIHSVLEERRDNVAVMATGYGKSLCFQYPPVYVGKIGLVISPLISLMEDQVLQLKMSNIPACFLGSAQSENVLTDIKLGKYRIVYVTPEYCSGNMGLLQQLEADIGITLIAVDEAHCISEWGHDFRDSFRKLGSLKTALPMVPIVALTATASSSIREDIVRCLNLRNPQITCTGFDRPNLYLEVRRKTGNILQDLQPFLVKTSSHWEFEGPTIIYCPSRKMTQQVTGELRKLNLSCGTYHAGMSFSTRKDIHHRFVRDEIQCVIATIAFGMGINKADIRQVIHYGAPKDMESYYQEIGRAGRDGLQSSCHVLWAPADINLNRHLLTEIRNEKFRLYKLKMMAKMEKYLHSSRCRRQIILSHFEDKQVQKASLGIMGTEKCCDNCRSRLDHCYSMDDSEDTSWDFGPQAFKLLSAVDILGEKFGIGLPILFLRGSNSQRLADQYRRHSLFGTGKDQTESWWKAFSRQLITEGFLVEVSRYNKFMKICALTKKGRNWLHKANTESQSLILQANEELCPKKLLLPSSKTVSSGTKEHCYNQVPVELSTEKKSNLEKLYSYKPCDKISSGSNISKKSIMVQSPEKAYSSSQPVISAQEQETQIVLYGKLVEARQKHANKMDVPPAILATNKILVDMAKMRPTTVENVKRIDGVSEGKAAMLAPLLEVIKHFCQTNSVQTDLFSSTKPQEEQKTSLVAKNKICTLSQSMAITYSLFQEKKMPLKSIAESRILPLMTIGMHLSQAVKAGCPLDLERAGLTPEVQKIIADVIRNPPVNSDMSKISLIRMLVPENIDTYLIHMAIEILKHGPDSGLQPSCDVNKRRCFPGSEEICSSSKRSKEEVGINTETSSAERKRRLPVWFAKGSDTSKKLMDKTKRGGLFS
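WRN at 20 nM final was preincubated with compound for 15 min at room temperature; reaction started with 100 nM forked duplex oligonucleotide carrying fluorophore and quencher plus 2 mM ATP (final). Unwinding followed kinetically by red fluorescence (ex 525/em 598 nm).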
IL-2 act = qHTS of IL-2 Activators; activation, % (series mostly up to about 46 µM); IL-2 activation reporter assay, cell-based qHTS; stimulated with anti-CD3/CD4/CD28 beads; in transgenic mouse T cells; AID 652025, 2013; 360,000 compounds, 0.065% hits; in the data active = activation above about 50%; inconclusive = mostly about 30% to 49%; note: 0% is about no effect
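First, unstimulated transgenic mouse T cells were exposed to compound for 60 min. Next, anti-CD3/anti-CD4-coated beads with anti-CD28 were added. Finally, after 18 h at 37 degrees C, EGFP and DsRed were imaged.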
CCT modulator = High-Throughput Screening for Modulators of Cytosolic Chaperonin Activity | 360,000 compounds, 0.3% hits | purified chaperonin ATPase assay, HTRF ADP detection, 30 min | activity change, % (no concentration beside the values), hits read low; in the data active = activity change below about -30%; note: % is set by controls: 0 for no effect and ±100 for the full control effect
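Enzyme 40 or 20 nM (batch-dependent) in Tris pH 7.4/KCl/MgCl2/DTT; cpd 76 uM single point; ATP 10 uM; 30 min 37 °C; Transcreener ADP HTRF detection, 30 min RT; ratio 665/615.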
PLK1 PBD block = qHTS for Inhibitors of PLK1-PDB (polo-like kinase 1 - polo-box domain): Primary Screen. AID 720504, 2013. 360,000 compounds, 2.8% hits. Plk1 PBD binding of FITC phosphopeptide, fluorescence polarization. Potency, µM, for the others: max response, negative = inhibition, most hits filed as inhibitors. Serine/threonine-protein kinase PLK1 (Homo sapiens), P53350; note: potency is the fitted concentration of half-maximal effect; series mostly up to about 57 µM; % is set by controls: 0 for no effect and ±100 for the full control effect; nearly all actives have a fitted effect of over 65% in size
EPAC1 agonist = qHTS for Agonist of cAMP-regulated guanine nucleotide exchange factor 3 (EPAC1): primary screen; Rap guanine nucleotide exchange factor 3 (Homo sapiens), O95398; EPAC1 agonist qHTS, biochemical assay; response scale: 100% = response to 6.5 mM cAMP; Potency, µM (top dose mostly 154 µM), for inactives: at the top dose activation, usual class: activators; 360,000 compounds, 0.073% hits; note: potency is the fitted concentration of half-maximal effect; nearly all actives have a fitted effect of over 60% in size
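Multi-concentration qHTS readout: loss of Rap1B-bound BODIPY-GDP fluorescence driven by 100 nM EPAC1 with excess GDP (50 uM), monitored kinetically at room temperature; agonist response expressed relative to 6.5 mM cAMP.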
EPAC2 agonist = qHTS for Agonist of cAMP-regulated guanine nucleotide exchange factor 4 (EPAC2): primary screen. Rap guanine nucleotide exchange factor 4 (Homo sapiens), Q8WZA2. EPAC2 activation, biochemical qHTS; response scale: 100% = 6.5 mM cAMP response. Potency, µM (highest dose often 154 µM), inactives show at the top dose activation, usual class: activators. 360,000 compounds, 0.079% hits; note: potency is the fitted concentration of half-maximal effect; nearly all actives have a fitted effect of over 50% in size
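In this primary screen, activation is scored as increased exchange of BODIPY-GDP from Rap1B by 100 nM EPAC2, with 50 uM GDP as competitor. Signal is normalized to the 6.5 mM cAMP agonist control.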
EPAC1 antagonist = qHTS for Antagonist of cAMP-regulated guanine nucleotide exchange factor 3 (EPAC1): primary screen. 360,000 compounds, 0.14% hits. Potency, µM (titrated, usually from 115 µM), for the others: at the highest dose activity change, negative = inhibition, most hits filed as inhibitors. AID 720709, 2013. EPAC1 GEF assay, Rap1b-BODIPY-GDP exchange fluorescence. Rap guanine nucleotide exchange factor 3 (Homo sapiens), O95398;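 note: potency is the fitted concentration of half-maximal effect; plate controls were vehicle for no effect and positive control for full effect; nearly all actives have a fitted effect of over 50% in size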
PI5P4Ka inh = qHTS for Inhibitors of phosphatidylinositol 5-phosphate 4-kinase (PI5P4K) | PI5P4Kalpha enzyme, ADP-Glo luminescence, 60 min; stronger effect = lower value | max response, % | 330,000 compounds, 1.2% hits; active = max response of -50% or lower; inconclusive = between -30% and -50%; inactive = -30% or higher; note: value at the top dose of about 77 µM; % is set by controls: 0 for no effect and ±100 for the full control effect
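Single end-point luminescence (ADP-Glo) quantified ADP from PI5P4Kalpha turnover; ATP 5 microM final, 1 h at RT, 0.1% CHAPS and 0.28 mM EGTA in HEPES pH 7.4.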
Active calls of the source: *; u = inconclusive; x = not tested or not shown; [ ] = dose if it differs, or a comment. Unless noted, calls come from the whole dose curve; as a rule, active = well fitted curve in the direction sought with a large enough effect; inconclusive = small, poorly fitted or top-dose-only effect, or another doubt; inactive = no such curve, though single readings can be large; an effect the other way counts as inactive or inconclusive.

Screens in order: WRN inhibitor	IL-2 act	CCT modulator	PLK1 PBD block	EPAC1 agonist	EPAC2 agonist	EPAC1 antagonist	PI5P4Ka inh
#1 Cc1nn(-c2ccccc2)c(N)c1C(c1ccc(C(C)C)cc1)c1c(C)nn(-c2ccccc2)c1N
 : -5%	-1.5	-0.7	-4%	-9%	11%	-19%	-1
#2 Cc1ccc(NC(=O)CN2C(=O)C(=O)N(C3CCCC3)C2=O)c(Cl)c1
 : 9%	0.4	1.8	5%	-12%	0%	1%	-3
#3 C=CC[C@H](CC(=O)NCCO)C(=O)NC[C@H](OC(=O)[C@@H](CC=C)Cc1ccc(F)cc1)c1ccccc1
 : -14%	0.4	-1.4	0%	5%	3%	-20%	1
#4 Cc1ccc(OCC(=O)c2ccc(Cl)s2)c([N+](=O)[O-])n1
 : -25%	-5.6	-1.6	u	-4%	3%	-2%	-56*
#5 COc1ccc(N2CCN(C(=O)c3ccncc3)CC2)cc1
 : 10%	-3.9	-1.3	-4%	5%	-2%	14%	x
#6 Cc1ccc(NC(=O)c2ccc(OC(=O)CCN3C(=O)c4ccccc4C3=O)cc2)cc1
 : -10%	-2.5	-0.9	0%	-2%	2%	5%	2
#7 O=C(COc1ccccc1)NC(Cc1c[nH]c2ccccc12)C(=O)O (stereo not given)
 : 4%	-1.1	-0.8	-18%	-1%	7%	14%	-3
#8 O=c1c2c(nc3nc(NCc4cccc(Cl)c4)[nH]n13)CCC2
 : -4%	-0.3	-1.5	2%	-3%	8%	1%	1
#9 Cc1cc2cc(CN(Cc3ccc4c(c3)OCO4)C(=O)c3cnccn3)c3nnnn3c2cc1C
 : -17%	-0.7	0.9	-5%	-1%	8%	-11%	-1
#10 COc1ccccc1C(=O)NC(CCSC)C(=O)OCC(=O)NC(=O)NCc1ccco1 (stereo not given)
 : -11%	-0.7	0.8	-13%	7%	-27%	-12%	-16
#11 COc1cccc(CC2(CO)CCN(Cc3cccn3-c3cccnc3)CC2)c1
 : -32%	-0.5	-3.0	-14%	6%	1%	u	-2
#12 CCCCNC(=O)C[C@@H]1C[C@@]2(C(=O)OCC)CCCC=C2N(Cc2ccc(Cl)cc2Cl)C1=O
 : -11%	-0.9	-4.1	-9%	2%	2%	-3%	15
#13 COc1ccc2nc(NC(=O)c3ccc(NS(=O)(=O)c4cccs4)cc3)sc2c1
 : u	-1.3	-1.8	-12%	22%	14%	u	u
#14 Cc1ccc(NC(=O)CCC(=O)N2CCN(S(=O)(=O)c3ccc(C)cc3)CC2)cc1
 : 1%	3.5	-1.2	-12%	-6%	5%	u	-8
#15 Cc1cc(=O)cc(C)n1-c1ccccc1N
 : 5%	3.0	2.2	7%	-6%	0%	0%	7
#16 CCc1cccc(NC(=O)CCCCCC2NC(=O)NC2C)c1 (stereo not given)
 : -5%	0.7	0.9	1%	8%	-3%	-2%	-6
#17 COc1cc(/C=C\C(=O)NCc2ccc3[nH]c(C)cc3c2)cc(OC)c1OC
 : -5%	-2.7	-15	-6%	-12%	9%	3%	-1
#18 COc1cc(CN2CCCCCC2)cc(OC)c1OC
 : -8%	0.7	-0.3	-9%	4%	9%	-12%	3
#19 COc1ccc(NC(=O)c2ccc(S(=O)(=O)N3CCCC3)cc2)cc1OC
 : -1%	-0.2	0.9	2%	1%	0%	16%	1
#20 Cc1csc(NC(=O)C2CCN(C(=O)CSc3nnc(C)n3Cc3ccccc3)CC2)n1
 : 9%	-2.9	-1.2	-9%	7%	5%	13%	x
#21 O=C1NC(=S)S/C1=C/c1ccc(N2CCOCC2)o1
 : 25µM*	0.7	-11	57%[activator]	11%	-8%	4%	-53*
#22 COc1ccc(S(=O)(=O)NCC(c2ccc3c(c2)OCO3)N2CCN(c3ccccc3)CC2)cc1 (stereo not given)
 : -2%	-0.4	0.2	3%	-2%	-5%	2%	2
#23 COc1ccc(C(=O)CSc2nc(C(C)(C)C)nc3ccccc23)cc1
 : -4%	0.3	0.9	4%	-3%	6%	-15%	18
#24 Cc1c(-c2nc3ccccc3[nH]2)cnn1C
 : 7%	-0.2	1.4	-1%	-104%[inhibitor]	1%	7%	2
#25 CCN(CC)c1ccc2c(Cl)c(Br)c(=O)oc2c1
 : u	27	0.2	-20%	-12%	-3%	-20%	1
#26 O=C(CCn1nc(-c2ccccc2)ccc1=O)N1CCN(c2ccccn2)CC1
 : 19%	0.7	0.9	-5%	0%	1%	8%	-4
#27 COc1cccc(C2/C(=C(/O)c3cnn(-c4ccccc4)c3C)C(=O)C(=O)N2CCN(C)C)c1OC (stereo not given)
 : -2%	-1.2	-1.2	-7%	7%	4%	-2%	8
#28 CC(=O)NC(Cc1ccccc1)c1ccc2c(c1)OCCCO2 (stereo not given)
 : 0%	-0.2	-0.1	-11%	1%	-4%	-14%	-4
#29 CC(C)CNC(=O)N[C@@H](CC(C)C)C(=O)O
 : 0%	-1.9	-0.7	u	-6%	3%	4%	1
#30 COC(=O)c1ccc(NC(=O)CNc2ccccc2)cc1
 : -10%	-0.1	2.6	-2%	12%	7%	3%	3
#31 O=C(Cc1n[nH]c(=O)c2ccccc12)Nc1cc(C(F)(F)F)ccc1-n1cncn1
 : 13%	-2.1	-1.2	-7%	6%	-1%	2%	-1
#32 Cc1cc(C)c2nc(-c3cccnc3)cc(C(=O)Nc3ccc(S(=O)(=O)Nc4onc(C)c4C)cc3)c2c1
 : -9%[11.6 µM]	1.1	0.4	42µM*	4%	-1%	u	-29
#33 CCCCCCCCn1c(N2CCN(c3cccc(Cl)c3)CC2)nc2c1c(=O)[nH]c(=O)n2C
 : 11%	-1.5	1.6	-6%	-5%	-15%	28%	-4
#34 O=C(COC(=O)Cc1cccc(C(F)(F)F)c1)Nc1ccc2c(c1)OCCO2
 : 0%	0.7	-0.1	u	1%	21%	-5%	0
#35 COc1ccc(/C=C2\SC(=S)N(CCCCCC(=O)Nc3cc(C)on3)C2=O)cc1OC
 : -25%	80*	-1.8	-7%	13%	-2%	25%	-1
#36 O=C(NCc1cccnc1)[C@@H]1CC=C[C@@H]2CCN(Cc3ccc(Cl)c(Cl)c3)C(=O)[C@@H]21
 : -2%	-4.1	-2.7	-24%	1%	3%	-10%	3
#37 COCCCNC(=O)CN(CCc1ccccc1)S(=O)(=O)c1ccc(OC)cc1
 : 9%[57.1 µM]	0.6	-7.7	-17%	2%	11%	-11%	-4
#38 O=C(CCSc1ccc(Cl)cc1)NC1CCCCC1
 : -31%	1.9	2.1	-16%	-5%	2%	10%	-5
#39 CCOc1ccc(NC(=O)c2ccc(CNc3c(NC4CCCCC4)c(=O)c3=O)cc2)cc1
 : 10%	-0.8	-3.6	-10%	-7%	3%	-26%	1
#40 Cc1cnc(C(=O)Nc2ccc3c(c2)CCC3)cn1
 : -10%	-0.4	-4.2	-8%	7%	3%	-17%	0
#41 O=C(CCl)N=c1sccn1Cc1cccc2ccccc12
 : -6%	-0.7	1.4	-14%	-4%	7%	-24%	1
#42 COc1ccc(S(=O)(=O)Nc2ccc3c(c2)C(=O)N([C@@H](C)CO)C[C@H](C)[C@H](CN(C)S(=O)(=O)c2ccc(F)cc2)O3)cc1
 : -5%	0.1	0.4	-15%	6%	3%	-7%	0
#43 Cc1cc(Cl)ccc1OCc1nnc(-c2ccccc2C)o1
 : -13%	0.3	-1.7	-7%	-39%[inhibitor]	1%	-25%	3
#44 CC(C)N(Cc1ccccc1)C(=S)NC1CCCCC1
 : -22%	-4.1	1.9	-7%	3%	4%	-27%	1
#45 COc1ccc(C2/C(=C(/O)c3ccc(C)cc3)C(=O)C(=O)N2C)c(OC)c1 (stereo not given)
 : -2%	-0.5	-0.9	7%	0%	8%	-13%	-1
#46 COc1ccc(Br)cc1CN(C)C(=O)Cc1ccc(OC)c(S(=O)(=O)N2CCOCC2)c1
 : 2%	0.2	-1.2	-9%	-10%	-4%	9%	-3
#47 Cc1onc(-c2ccccc2Cl)c1C(=O)Nc1ccc(S(=O)(=O)N2CCCC2)cc1
 : 3%	-2.1	-2.2	-19%	-15%	13%	-10%	-12
#48 O=C(CSc1nc2ccccc2n1CCc1ccccc1)NC1CC1
 : -4%	-2.1	-3.4	-10%	11%	12%	22%	-8
#49 NC(=O)C1CCN(C2CC(=O)N(Cc3ccc(N4CCCC4=O)cc3)C2=O)CC1 (stereo not given)
 : -6%	-3.0	-3.7	-10%	7%	-4%	-4%	0
#50 CCOC(=O)[C@H]1[C@H]2COc3ccc(OC)cc3[C@@H]2N2C(=O)CN(Cc3ccc(OC)cc3)C(=O)[C@@]12C
 : -4%	0.6	-0.7	1%	-4%	1%	-2%	-3
#51 COc1cccc(NC(=O)CN2CCN(CC(=O)Nc3ccccc3Cl)CC2)c1
 : -9%[57.1 µM]	-0.4	-1.7	-2%	7%	3%	-17%	1
#52 CCOc1ccc(-n2c(=O)c3sccc3n(CC(=O)Nc3cccc(OC)c3)c2=O)cc1
 : 1%	0.6	0.4	-2%	-1%	3%	2%	-1
#53 NC(=O)COC(=O)c1ccc(-c2ccccc2)cc1
 : -11%	-4.4	-2.8	5%	6%	5%	-6%	1
#54 COc1ccc(CC(=O)Nc2ccc(-c3nnc(-c4ccccc4)o3)cc2)cc1OC
 : -1%	0.3	-5.5	-4%	5%	3%	5%	x
#55 Cc1cc(C)cc(NC(=O)Oc2ccccc2N2CCCCC2)c1
 : 7%	-2.2	0.5	u	1%	8%	0%	-2
#56 CC1(C)CC(=O)N(c2ccc(Cl)cc2Cl)C(=O)C1
 : 0%	-4.8	0.2	-11%	-6%	16%	u	-2
#57 COc1ccccc1OCCNc1nc2c(c(=O)n(C)c(=O)n2C)n1C
 : 0%	-1.3	0.7	19µM*	6%	-3%	-3%	-23
#58 O=C(Cc1nn[nH]n1)Nc1ccc(F)cc1F
 : -11%	0.8	-2.9	-7%	4%	9%	-10%	-16
#59 CCn1c(C)cc(/C=C2/NC(=O)N(CC(=O)Nc3cccc(C)c3)C2=O)c1C
 : -2%	-4.1	-10	-8%	-10%	-4%	-5%	-10

From PubChem

An excerpt. The share of hits here may be higher or lower than overall.
